MEP2-GFP yeast = modulators of MEP2-GFP levels in yeast, primary screen, S. cerevisiae, multiplex flow cytometry, MLPCN library. S. cerevisiae MEP2-GFP strain, 3 h; 100% = DMSO control level. GFP response vs DMSO, % at 10 µM. 330,000 compounds, 0.51% hits. AID 2016, 2009;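 active means GFP response versus DMSO above a set limit, roughly screen mean plus 3 SD, cut at about 180% in these data; inconclusive means fewer than 70 cells counted for a yeast strain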;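 further: median GFP fluorescence of the barcode-gated MEP2-GFP cells per well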
CIT2-GFP yeast = modulators of CIT2-GFP expression in yeast, primary screen, S. cerevisiae, GFP fusion, multiplex flow cytometry, MLPCN library; S. cerevisiae CIT2-GFP strain, 3 h; 100 means same as DMSO wells; GFP response vs DMSO, % at 10 µM; 320,000 compounds, 0.065% hits; AID 2029, 2009;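 active means GFP response relative to DMSO above a set limit, near the screen mean plus 3 SD, cut at about 150% in these data; inconclusive means Fewer than 70 cells measured for a yeast strain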;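 further: ratio of well median GFP fluorescence to mean of DMSO wells on the plate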
RPL19A-GFP yeast = RPL19A-GFP expression modulators in yeast, primary screen, cell-based, S. cerevisiae, multiplex flow cytometry, MLPCN; S. cerevisiae RPL19A-GFP strain, 3 h; active compounds read low; percent response vs DMSO, % at 10 µM; 330,000 compounds, 0.3% hits; AID 2025, 2009;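 active means percent response vs DMSO below 50%; inconclusive means fewer than 70 events counted for the yeast strain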;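 further: median channel GFP fluorescence of the barcoded RPL19A-GFP strain; ratio of sample median GFP to plate DMSO average so 100% = DMSO; lower means less RPL19A-GFP as with rapamycin TOR inhibition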
AGP1-GFP MLPCN = modulators of AGP1-GFP expression in yeast TOR pathway, primary screen, cell-based, multiplex flow cytometry, S. cerevisiae, MLPCN library. 3 h; GFP as percent of DMSO wells. GFP response vs DMSO, % at 10 µM. 320,000 compounds, 0.02% hits. AID 2066, 2009;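 active means GFP response relative to DMSO above a set limit, near screen average plus 3 SD, cut at about 150% in these data; inconclusive means fewer than 70 cells counted for the yeast strain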;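 further: median GFP channel fluorescence of the gated AGP1 strain per well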
Yeast superoxide = reduction of superoxide in aged yeast, primary screen, HTS | S. cerevisiae aged cells, superoxide DHE fluorescence; active compounds read low | superoxide response (% of plate mean), % at 10 µM | 330,000 compounds, 0.18% hits | AID 2690, 2010;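 active means superoxide response under a set limit, about three screen SD below normal, cut at about 65% in these data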;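 further: yeast aged for seven days with compound at 30 °C before DHE staining; 100% = average MFI of all compound-treated wells on the plate with controls excluded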
Efflux pump inh = inhibitors of Candida efflux pumps in yeast, primary screen, S. cerevisiae, Nile Red, multiplex; S. cerevisiae Candida pump triplex; inhibition, % at 10 µM; 330,000 compounds, 0.44% hits; AID 485275, 2010;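 active means plate passing quality check with inhibition over a set limit, or well fluorescence over plate mean plus 4 SD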;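 further: Nile Red retained in pooled yeast measured as flow cytometry median fluorescence; 0% = buffer negative control and 100% = Enniatin B positive control; higher means more Nile Red kept so more efflux inhibition; some compounds called inactive have numbers as strong as hits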
AHR act = AHR activators, primary screen, cell-based, luminescence, luciferase reporter, human; activation, % at 5 µM; Aryl hydrocarbon receptor (Homo sapiens), P35869; 320,000 compounds, 2.5% hits; AHR-responsive luciferase reporter cells; in the data active means activation above about 47%;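 further: 0% = vehicle wells and 100% = reference agonist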
Target sequence (P35869 whole entry, looked up): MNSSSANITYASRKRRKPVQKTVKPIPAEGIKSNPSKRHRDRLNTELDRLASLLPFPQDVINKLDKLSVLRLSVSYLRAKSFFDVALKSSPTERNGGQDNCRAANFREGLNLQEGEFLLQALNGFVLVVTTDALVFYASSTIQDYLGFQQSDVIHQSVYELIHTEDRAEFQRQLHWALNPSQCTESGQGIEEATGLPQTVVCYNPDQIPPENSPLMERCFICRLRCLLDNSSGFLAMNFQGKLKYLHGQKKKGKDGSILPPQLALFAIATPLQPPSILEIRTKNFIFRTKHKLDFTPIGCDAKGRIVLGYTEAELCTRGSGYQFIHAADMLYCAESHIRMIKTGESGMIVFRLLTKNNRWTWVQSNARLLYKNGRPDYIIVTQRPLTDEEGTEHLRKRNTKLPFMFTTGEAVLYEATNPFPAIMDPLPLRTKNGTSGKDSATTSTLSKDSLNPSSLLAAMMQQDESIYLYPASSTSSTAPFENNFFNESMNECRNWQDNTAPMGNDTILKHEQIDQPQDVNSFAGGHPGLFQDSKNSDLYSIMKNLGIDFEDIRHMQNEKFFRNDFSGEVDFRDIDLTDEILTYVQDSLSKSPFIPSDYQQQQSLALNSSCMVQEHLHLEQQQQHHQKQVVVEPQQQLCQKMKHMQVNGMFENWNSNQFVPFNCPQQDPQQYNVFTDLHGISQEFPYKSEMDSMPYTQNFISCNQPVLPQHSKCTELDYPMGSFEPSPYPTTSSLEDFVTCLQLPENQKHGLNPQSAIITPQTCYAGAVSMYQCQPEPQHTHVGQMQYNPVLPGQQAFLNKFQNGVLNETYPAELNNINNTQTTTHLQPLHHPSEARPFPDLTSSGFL
LAP4-GFP MLPCN = modulators of LAP4-GFP expression in yeast, primary screen, S. cerevisiae, multiplex flow cytometry, MLPCN library. 3 h; median GFP as percent of DMSO wells. GFP response vs DMSO, % at 10 µM. 320,000 compounds, 0.34% hits. AID 2023, 2009;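 active means GFP response vs DMSO above a set limit, about the screen mean plus 3 SD, cut at about 150% in these data; inconclusive means under 70 cell events counted for the yeast strain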
* hit, by the source's call; ? = inconclusive; . = not tested or not shown; [ ] = remark or other dose.

SMILES	MEP2-GFP yeast	CIT2-GFP yeast	RPL19A-GFP yeast	AGP1-GFP MLPCN	Yeast superoxide	Efflux pump inh	AHR act	LAP4-GFP MLPCN
Clc1ccc(CO/N=C2\CCCc3nonc32)cc1	103	87	106	100	106	0.3	24	118
CCOc1cccc(N(C(=O)CNC(=O)c2ccco2)C(C(=O)NCC2CCCO2)c2ccccc2)c1 (configuration not stated)	106	102	98	95	90	-0.1	0	101
Cc1cc(C(=O)N2CCN(c3ncccn3)CC2)sc1-c1ccccc1	104	.	101	105	100	-0.2	-2	96
COc1ccc(NC(=O)Nc2cccs2)cc1OC	104	104	100	103	91	-0.2	17	102
CN(CCC1CCOCC1)C(=O)c1cc(COc2c(F)cccc2F)on1	94	98	95	95	91	-0.3	3	90
Cc1nc(Cc2ccc(OC(C)C)cc2)[nH]c(=O)c1CC(=O)O	117	123	111	132	89	0.1	6	121
O=C(CNC(=O)c1ccc(Cl)cc1Cl)OCC(=O)N1CCCC1=O	87	94	88	96	98	0.0	-2	100
COC(=O)c1ccccc1NC(=O)COC(=O)CSc1nnc(N)s1	98	92	96	91	101	-0.1	1	114
COc1ccc(CC(=O)Nc2ccc(C(N)=O)cc2)cc1	104	109	113	101	104	0.1	2	94
O=C(O)COc1ccccc1/C=N/NC(=O)c1cccc(S(=O)(=O)Nc2cccc(Cl)c2)c1	94	95	98	98	92	0.1	3	106
CCC(Sc1nc(C)cc(=O)[nH]1)C(=O)Nc1nnc(C)s1 (configuration not stated)	99	98	102	105	101	0.1	3	104
COC(=O)c1cccc(NC(=O)c2cccs2)c1C	105	97	98	99	101	0.0	7	99
O=C(NCCCN1CCN(c2ccc(F)cc2)CC1)C1CCCN(c2ncnc3c2nc2n3CCCCC2)C1 (configuration not stated)	99	102	102	104	82	0.0	1	99
O=C(NC(=S)NC(CO)Cc1ccccc1)c1ccc(F)cc1 (configuration not stated)	99	137	93	109	98	0.0	-11	101
c1ccc(-n2nnnc2-c2cnc(-c3ccncc3)nc2-c2cccs2)cc1	97	110	100	97	97	0.0	21	91
Cn1c(SCc2ccc(F)cc2Cl)nc2ccccc2c1=O	105	97	98	102	107	0.6	-3	109
CCc1nc(SCC(=O)Nc2ccccc2C(=O)OC)n[nH]1	101	108	96	100	88	-0.1	-2	94
COc1ccccc1OCC(O)Cn1nc(C)cc1C (configuration not stated)	101	101	100	102	103	0.0	4	99
O=[N+]([O-])c1ccccc1S(=O)(=O)N1CCN(c2ccccc2)CC1	100	99	103	104	106	-0.1	0	97
N#Cc1c(-c2ccc([N+](=O)[O-])cc2)nc2n(c1=O)CCS2	108	105	107	104	96	-0.1	2	95
CC(C)c1ccc(NC(=O)CSc2ncccc2C(=O)Oc2cccc([N+](=O)[O-])c2)cc1	106	90	102	99	89	0.1	25	102
CCc1nc2sc3c(=O)[nH]cnc3c2c2c1CSC(C)(C)C2	102	100	99	100	103	0.1	0	100
COc1ccc(C2NC(=O)c3ccccc3O2)c(OC)c1OC (configuration not stated)	98	105	102	103	101	0.1	3	95
COC(=O)Nc1nnc(/C=C/c2ccccc2)s1	96	99	102	91	97	-0.1	46	92
O=C(COc1ccc(Cl)cc1)Nc1nnc(-c2ccco2)o1	90	84	89	93	89	-0.1	-1	87

4 compounds from above, showing only AHR act, MEP2-GFP yeast and Efflux pump inh:
structure	AHR act	MEP2-GFP yeast	Efflux pump inh
O=C(O)COc1ccccc1/C=N/NC(=O)c1cccc(S(=O)(=O)Nc2cccc(Cl)c2)c1	3	94	0.1
CCC(Sc1nc(C)cc(=O)[nH]1)C(=O)Nc1nnc(C)s1 (configuration not stated)	3	99	0.1
COC(=O)c1cccc(NC(=O)c2cccs2)c1C	7	105	0.0
O=C(NCCCN1CCN(c2ccc(F)cc2)CC1)C1CCCN(c2ncnc3c2nc2n3CCCCC2)C1 (configuration not stated)	1	99	0.0

Later entries:
SMILES	MEP2-GFP yeast	CIT2-GFP yeast	RPL19A-GFP yeast	AGP1-GFP MLPCN	Yeast superoxide	Efflux pump inh	AHR act	LAP4-GFP MLPCN
CC1CCN(S(=O)(=O)c2cccc(C(=O)N3CCN(c4ccc(F)cc4)CC3)c2)CC1	103	107	111	112	93	-0.3	6	112
Cc1[nH]c2ccccc2c1N=Nc1ccc(F)cc1	109	96	90	99	94	-0.1	67*	113
CCc1cc2c(=O)[nH]cnc2s1	98	107	99	99	84	-0.4	-1	96
COc1ccc(N2C(=O)/C(=C/c3cccs3)NC2=S)cc1	108	105	101	100	81	-0.2	6	99
Cc1cnc(CN2CCCC(C(=O)c3ccc4c5c(cccc35)CC4)C2)[nH]1 (configuration not stated)	100	97	99	102	96	0.1	12	103
COc1ccc(C2C3C=CCC(c4cccc(-c5ccc(C)cc5)c4)C3C(=O)N2Cc2ccccc2)cc1Cl (configuration not stated)	96	89	105	95	99	0.1	0	96
COc1ccc(/C(O)=C2/C(=O)C(=O)N(CCN3CCOCC3)C2c2cccnc2)cc1OC (configuration not stated)	107	104	103	100	117	0.1	1	108
CC(NC(=O)/C=C/c1ccccc1)c1ccccc1 (configuration not stated)	98	95	97	97	125	-0.1	4	100
CCn1c(C)c(/C=N/Nc2nc3ccccc3s2)c2ccccc21	104	105	100	.	79	-0.1	44	103
CCN1CC2CCCC3(C1)C(=O)NC1(CCCCC1)N=C23 (configuration not stated)	94	104	101	99	100	0.0	-1	89
CCOC(=O)C1(Cc2ccccc2)CCN(Cc2cnc(N3CCOCC3)s2)CC1	91	96	104	98	106	0.2	2	109
CCn1c(=O)c2ccccc2n(Cc2ccc([N+](=O)[O-])cc2)c1=O	104	90	105	96	112	0.6*	0	91
CCC(C)(C)C1CCc2[nH]nc(C(=O)NCc3ccc(OC)cc3)c2C1 (configuration not stated)	92	96	99	88	119	0.0	-7	120
CCCCCOC(=O)C1=C(C)Nc2nnnn2C1c1ccc(OC)c(OC)c1OC (configuration not stated)	102	88	98	110	125	0.1	-1	100
COC(=O)CN(C(=O)CSc1nnc(-c2cccc(OC)c2)o1)c1ccc(OC)cc1	101[may fluoresce violet]	?	85[may fluoresce violet]	53[may fluoresce violet]	99	-0.1	-1	87[may fluoresce violet]
CCCCCCC(=O)NCC(=O)OCC(=O)c1ccccc1	100	103	108	105	89	0.1	1	99
O=C1N(CCCN2C(=O)C3(OCCO3)c3ccccc32)c2ccccc2C12OCCO2	96	108	99	106	93	-0.1	30	104
CC(=O)c1ccc(N2CCN(C(=O)C3CCN(S(=O)(=O)Cc4ccccc4)CC3)CC2)cc1	107	103	105	103	98	0.2	1	103
O=C(NCc1ccccn1)c1ccc([N+](=O)[O-])cc1	115	108	108	103	86	-0.1	1	90
COc1ccc(Nc2cc(=O)oc3ccccc23)cc1	107	104	102	100	94	0.0	9	106
Cc1cc(NC(=O)[C@H](C)NC(=O)c2ccco2)ccc1Br	100	105	92	95	109	0.2	2	97
CC(O)C(C(=O)OCc1ccc([N+](=O)[O-])cc1)N1C(=O)c2ccccc2C1=O (configuration not stated)	97	88	92	94	95	-0.1	-1	102
CCn1c(=O)c(-c2ccccc2)c(O)c2ccccc21	98	98	97	.	95	0.0	1	93
CCOC(=O)C1(CCCc2ccccc2)CCN(C(=O)CN2C(=O)CSC2=O)CC1	98	.	92	102	108	0.1	0	111
COc1cc(C(=O)NCc2ccc(-c3nc4ccccc4o3)cc2)cc(OC)c1OC	102	101	102	100	103	0.0	2	103

Remaining list, next part.
SMILES	MEP2-GFP yeast	CIT2-GFP yeast	RPL19A-GFP yeast	AGP1-GFP MLPCN	Yeast superoxide	Efflux pump inh	AHR act	LAP4-GFP MLPCN
Cc1cc(NS(=O)(=O)c2ccc(NC(=O)CCN3C(=O)c4ccccc4C3=O)cc2)no1	106	97	102	94	157	0.9*	7	102
C=CCn1c(COc2cccc3ccc(C)nc23)nnc1SCC(=O)O	106	97	98	105	113	0.3	2	98
COCCn1c(=O)c2c(nc3n2CC(C)CN3CCc2ccccc2)n(C)c1=O (configuration not stated)	97	105	97	96	102	-0.1	5	101
CC1CCN(c2ccc(C(=O)NCc3ccc4c(c3)OCO4)cc2[N+](=O)[O-])CC1	94	95	100	97	81	-0.6	2	112
CC1CCN(C(=O)c2ccc(S(=O)(=O)Cc3cc(F)ccc3F)c([N+](=O)[O-])c2)CC1	102	96	100	97	101	0.1	9	103
COc1ccc(S(=O)(=O)N2CCC(C(=O)NCc3ccncc3)CC2)cc1Cl	102	108	101	106	113	0.0	1	97
O=C(/C=C/c1ccc2c(c1)OCCCO2)c1ccc2ccccc2c1O	91	105	103	104	98	3.9	13	96
Brc1ccc(CN2CCN(c3ccccc3)CC2)o1	110	106	101	105	78	-0.1	.	100
O=C(CCS(=O)(=O)c1ccc(F)cc1)N1CCN(c2ccccc2)CC1	100	97	94	102	108	0.0	6	112
C/C(=N\NC(N)=S)c1ccc2c(c1)OCCO2	89	70	92	82	93	0.0	9	140
Cc1ccc(NC(=O)CCCc2nc3ccccc3s2)c(O)c1	98	93	95	95	95	-0.1	14	103
O=C(NNC(=O)C1CC1c1ccccc1)c1ccccc1[N+](=O)[O-] (configuration not stated)	99	89	102	90	99	0.0	0	81
O=C(Nc1cccc(NC(=O)c2ccco2)c1)c1ccc2c(c1)OCO2	104	108	101	99	91	-0.2	16	103
CC(=O)C1=C(C)NC(=S)NC1c1cc([N+](=O)[O-])ccc1O (configuration not stated)	100	96	98	106	104	0.0	-1	112
COCCCNS(=O)(=O)c1ccc(S(=O)(=O)N2CCCC2)cc1	91	99	93	95	90	-0.1	-2	89
COc1ccc(C)cc1NC(=O)c1nnn(Cc2cc(C)ccc2C)c1N	95	107	97	102	107	-0.1	9	96

Quoted from the listing.
Result of `O=C(NNC(=O)C1CC1c1ccccc1)c1ccccc1[N+](=O)[O-]` (configuration not stated) under AGP1-GFP MLPCN: 90
Result of `C/C(=N\NC(N)=S)c1ccc2c(c1)OCCO2` under RPL19A-GFP yeast: 92
Result of `CC1CCN(c2ccc(C(=O)NCc3ccc4c(c3)OCO4)cc2[N+](=O)[O-])CC1` under Efflux pump inh: -0.6
Result of `COCCn1c(=O)c2c(nc3n2CC(C)CN3CCc2ccccc2)n(C)c1=O` (configuration not stated) under Efflux pump inh: -0.1
Result of `Cc1ccc(NC(=O)CCCc2nc3ccccc3s2)c(O)c1` under AHR act: 14
